PLAP inhibition = PLAP enzyme inhibitors, biochemical, luminescence, HTS (AID 690); purified PLAP, luminescent substrate; higher % means a stronger effect; inhibition, % at 20 µM; hits with a dose series show IC50 in µM; hit rate 0.08% among 96,000; in the data active = a potency from the dose series; inactive = the rest, 99 in 100 with inhibition below about 30%; note: strong numbers were not always called active
MRP reversal = MRP-mediated drug resistance reversal; H69AR cells + 2 uM doxorubicin, CellTiter-Glo, 72 h; differential viability (reversal), % at 10 µM; hit rate 0.04% among 85,000; AID 602;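 active = viability drop by adding the cancer drug above about 55%, with treated viability meeting a 40% cutoff, limit read from the data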;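 note: viability without doxorubicin minus viability with 2 µM doxorubicin for each compound; larger differential means the compound sensitizes cells more to doxorubicin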
Bcl-B displacement = displacers of TR3 peptide from Bcl-B, primary screen, selectivity assay for Bfl-1 inhibitor project, biochemical, fluorescence polarization. FP displacement of FITC-TR3 peptide from Bcl-B; higher % means a stronger effect. one-dose displacement, % at 20 µM; IC50 in µM for titrated hits. hit rate 0.11% among 96,000;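 active = displacement above 50% at 20 µM plus a fluorescence interference ratio under 1.5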;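 note: plate controls were wells without compound for no effect and wells lacking Bcl-B protein for full effect; a part of the inactive calls stands beside numbers as strong as those of hits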
IL1B NFkB inh = blocks IL-1B driven NFkB nuclear translocation in HUVEC cells. HUVEC IL-1B NFkB p65 nuclear translocation imaging. inhibition, % at 2 µM. hit rate 0.43% among 94,000;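 active = inhibition above about 30% together with a positive call from visual inspection of the well image, limit read from the data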;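 note: nuclear over cytoplasmic p65 intensity ratio measured by imaging; 0% = IL-1B stimulated DMSO wells and 100% = unstimulated DMSO wells; values of inactives mirror those of a sister screen read the other way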
NFkB transloc pot = enhances IL-1B driven NFkB nuclear translocation; HUVEC IL-1B NFkB p65 nuclear translocation imaging; activation, % at 2 µM; hit rate 0.3% among 94,000;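 active = activation above 40%, about the mean plus 3 SD, also judged a hit on visual image review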;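 note: percent activation is computed from the nuclear over cytoplasmic p65 intensity ratio; values of inactives mirror those of a sister screen read the other way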
MRP reversal cytotoxicity = further read-out of MRP reversal, marked with its call; viability, %; H69AR cells, CellTiter-Glo, 72 h; measured here: cytotoxicity without doxorubicin
MRP reversal with doxorubicin = further read-out of MRP reversal, marked with its call; viability, %; measured here: viability with 2 uM doxorubicin; stronger effect = lower value
IL1B NFkB inh cell count 2 µM = recorded beside IL1B NFkB inh, whose call it bears; cell count; measured here: cells passing quality filter;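 raw number of nuclei counted in each imaged well without normalization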
NFkB transloc pot cell count 2 µM = recorded beside NFkB transloc pot, whose call it bears; cell count; measured here: cells passing quality filter
An asterisk follows results filed as active; / = not tested or not shown. An excerpt; count on the stated rates, not on these rows.

mol	PLAP inhibition	MRP reversal	MRP reversal cytotoxicity	MRP reversal with doxorubicin	Bcl-B displacement	IL1B NFkB inh	IL1B NFkB inh cell count 2 µM	NFkB transloc pot	NFkB transloc pot cell count 2 µM
Cc1ccc(S(=O)(=O)C(C)C(=O)c2ccc3c(c2)OCCO3)cc1 (configuration not stated)	20%	12	95	83	-3%	-3	184	3	184
COc1ccccc1N1CCN(C(=O)c2cc(-c3cccc(Cl)c3)on2)CC1	-8%	-5	91	96	0%	4	151	-4	151
CCOC(=O)C1=C(C)NC(C)=C(C(=O)OCC)C1C(=O)OCC(=O)NC(C)C	6%	/	/	/	-10%	-15	164	15	164
Cc1nn(Cc2ccccc2Cl)c(C)c1C(=O)NC1=NCCS1	-4%	-8	88	95	-12%	-12	158	12	158
Cn1ccnc1Sc1ccc(/C=N/NC(=O)c2ccccc2[N+](=O)[O-])cc1[N+](=O)[O-]	-16%	/	/	/	5%	-5	146	5	146
CCn1c(SCc2ccc(Cl)cc2)nnc1-c1ccccc1	/	24	105	82	/	-11	90	11	90
CCOP(=O)(c1ccccc1)c1nc(-c2ccccc2Cl)oc1N1CCCCC1 (configuration not stated)	/	8	73	64	/	-14	131	14	131
Cc1cc(NC(=O)COc2nnc(-c3ccccc3)c3ccccc23)no1	8%	15	109	94	-9%	-15	189	15	189
O=C(O)c1ccc(N(c2ccccc2)c2ccccc2)cc1	/	-4	105	108	/	-14	107	14	107
COc1cc2c(cc1OC)C(C)N(C(C)=O)CC2 (configuration not stated)	/	-7	64	71	/	-13	111	13	111
CCOC(=O)COc1ccc(Br)cc1C1NC(=O)NC(C)=C1C(=O)NCc1ccccc1 (configuration not stated)	3%	16	94	78	5%	14	158	-14	158
CCC1(C)Cc2c(sc3nnn(CC(=O)Nc4ccc(C)cc4)c(=O)c23)CO1 (configuration not stated)	-1%	/	/	/	-9%	6	169	-6	169
c1ccc(OCc2nn3c(Cn4cnc5ccccc54)nnc3s2)cc1	27%	3	85	82	-7%	-21	87	21	87
COc1ccc(C(c2nnnn2Cc2ccccc2)N2CCN(C(=O)c3ccco3)CC2)cc1 (configuration not stated)	-40%	-5	86	91	0%	8	196	-7	196
O=C(COC(=O)c1ccco1)Nc1ccc2c(c1)OCO2	7%	4	99	95	8%	/	/	/	/

One compound at a time (already shown). Order of screens: PLAP inhibition | MRP reversal | MRP reversal cytotoxicity | MRP reversal with doxorubicin | Bcl-B displacement | IL1B NFkB inh | IL1B NFkB inh cell count 2 µM | NFkB transloc pot | NFkB transloc pot cell count 2 µM
`O=C(COC(=O)c1ccco1)Nc1ccc2c(c1)OCO2` in the list: 7% | 4 | 99 | 95 | 8% | / | / | / | /
`CCn1c(SCc2ccc(Cl)cc2)nnc1-c1ccccc1` in the list: / | 24 | 105 | 82 | / | -11 | 90 | 11 | 90
`CCOC(=O)C1=C(C)NC(C)=C(C(=O)OCC)C1C(=O)OCC(=O)NC(C)C` in the list: 6% | / | / | / | -10% | -15 | 164 | 15 | 164
`CCC1(C)Cc2c(sc3nnn(CC(=O)Nc4ccc(C)cc4)c(=O)c23)CO1` (configuration not stated) in the list: -1% | / | / | / | -9% | 6 | 169 | -6 | 169
`Cc1nn(Cc2ccccc2Cl)c(C)c1C(=O)NC1=NCCS1` in the list: -4% | -8 | 88 | 95 | -12% | -12 | 158 | 12 | 158

Other records
mol	PLAP inhibition	MRP reversal	MRP reversal cytotoxicity	MRP reversal with doxorubicin	Bcl-B displacement	IL1B NFkB inh	IL1B NFkB inh cell count 2 µM	NFkB transloc pot	NFkB transloc pot cell count 2 µM
COc1ccc(N2C(=O)CCC2(C#N)c2ccc(OC)cc2)cc1 (configuration not stated)	-40%	7	98	92	3%	-11	183	11	183
Cc1cc(C)n2nc(CCc3nc4nc(C)cc(C)n4n3)nc2n1	2%	-10	98	108	2%	/	/	/	/
COc1ccc(/C=N/NC(=S)NC2CCS(=O)(=O)C2)cc1OC (configuration not stated)	6%	/	/	/	-2%	0	101	0	101
CCOC(=O)N1CCC(NC(=O)Cn2ncc3c4ccccc4n(C)c3c2=O)CC1	/	14	97	84	/	-1	114	1	114
CCCCOc1cccc(C(=O)N(Cc2cccs2)C2CCS(=O)(=O)C2)c1 (configuration not stated)	-44%	-38	37	75	6%	-12	102	12	102
CCc1ccc(CN(C(=O)c2cc3ccccc3oc2=O)C2CCS(=O)(=O)C2)cc1 (configuration not stated)	-42%	-16	58	75	2%	17	157	-17	157
COC(=O)c1ccc(CSc2nc3cc(Cl)ccc3o2)cc1	1%	6	103	97	-6%	-11	142	11	142
CCOC(=O)CC1=C(C#N)C(c2cccnc2)C(C(=O)OCC)=C(N)O1 (configuration not stated)	3%	14	95	81	5%	/	/	/	/
COc1cc(NC(=O)c2cc3c(C)nc4ccccc4c3o2)cc(OC)c1OC	-47%	-12	35	47	18%	6	172	-6	172
CCOc1ccc(N2C(=O)c3cccnc3C2Nc2ccc(F)cc2)cc1 (configuration not stated)	-30%	7	92	85	16%	10	98	-10	98
CCOC(=O)c1nc(C)n(-c2cc(Cl)cc(Cl)c2)n1	13%	/	/	/	-6%	-3	114	3	114
O=C(CSc1nnc(CNc2ccc(F)cc2)n1Cc1ccco1)NC1CC1	18%	-10	93	103	-6%	-21	126	21	126
COC(=O)c1c(NC(=O)CCc2ccc(C)o2)sc(C)c1C	-1%	12	73	62	-5%	3	69	-3	69
Cc1cc(N2CCN(c3cccc(C)c3C)CC2)nc(-c2ccccc2)n1	/	14	100	87	/	-10	125	10	125
CCCNC(=O)N1CCC(C(=O)c2cccc(F)c2)CC1	-5%	5	86	82	2%	-4	156	4	156

(cont.)
mol	PLAP inhibition	MRP reversal	MRP reversal cytotoxicity	MRP reversal with doxorubicin	Bcl-B displacement	IL1B NFkB inh	IL1B NFkB inh cell count 2 µM	NFkB transloc pot	NFkB transloc pot cell count 2 µM
CC(=O)n1nc(-c2cccc(C)c2)nc1SCC(=O)Nc1ccccc1	-9%	/	/	/	18%	-7	112	7	112
COc1ccccc1NC(=O)CCC(=O)O	-6%	9	95	86	3%	-5	133	5	133
O=C(Cn1[nH]c(=O)c2ccccc2c1=O)Nc1ccc(-c2nnc3n2CCCCC3)cc1	-77%	/	/	/	3%	3	152	-3	152
CCn1c(SCC(=O)Nc2ccccc2N2CCCCC2)nc2c1c(=O)n(C)c(=O)n2C	-24%	-5	51	56	0%	6	163	-6	163
O=C(Cn1nnc(-c2ccccc2NC(=O)c2cccs2)n1)Nc1ccccc1	-24%	-2	15	17	10%	-15	168	15	168
c1ccc2c(c1)CCN(CCCNc1nc3ccccc3n3cnnc13)C2	-78%	9	76	67	1%	-8	59	8	59
Cc1ccc(S(=O)(=O)NC2CCC(C(=O)O)CC2)cc1 (configuration not stated)	-8%	-9	92	101	-5%	3	192	-3	192
Cc1cccc(NCN2C(=O)c3ccncc3C2=O)n1	/	-13	87	100	/	0	147	0	147
COc1cc(NC(=O)CCC(=O)O)nc(OC)n1	24%	/	/	/	2%	27	189	-27	189
Cc1c(C)n(C(=O)CSc2ncn[nH]2)c2ccccc12	-76%	12	98	86	5%	-11	131	11	131
CCOC(=O)Cn1c(S(=O)(=O)Cc2ccc(F)cc2)nc(-c2ccccc2)c1-c1ccccc1	-15%	/	/	/	-5%	4	182	-5	182
CCOC(=O)c1c(C)[nH]c(C)c1C(=O)CSc1nnc(-c2ccco2)n1Cc1ccccc1	-54%	7	77	71	-9%	-22	61	22	61
O=C(O)C1CC(=O)N(c2ccc(OCc3ccccc3Cl)cc2)C1 (configuration not stated)	-16%	9	96	88	-7%	-26	125	26	125
Fc1ccc(-c2nnc(CSc3nnc(-c4ccc5c(c4)OCO5)o3)o2)cc1	-16%	-3	73	75	3%	8	97	-8	97
CCCc1[nH]nc2c1C(c1ccc(OCCN3CCOCC3)c(OCC)c1)C(C#N)=C(N)O2 (configuration not stated)	-4%	-18	89	107	-6%	5	143	-5	143

Going on with the list.
mol	PLAP inhibition	MRP reversal	MRP reversal cytotoxicity	MRP reversal with doxorubicin	Bcl-B displacement	IL1B NFkB inh	IL1B NFkB inh cell count 2 µM	NFkB transloc pot	NFkB transloc pot cell count 2 µM
COc1ccc(CCC(C)Nc2ccc(F)cc2)cc1 (configuration not stated)	/	/	/	/	2%	0	173	0	173
CCn1c(COc2ccccc2)nnc1SCC(=O)C(C)(C)C	-2%	1	95	94	-3%	-5	88	5	88
COc1ccccc1OCC(=O)NN1Cc2ccccc2C1=N	27%	/	/	/	3%	-4	162	4	162
O=C(c1cc2nc(-c3ccc(F)cc3)cc(C(F)(F)F)n2n1)N1CCCC1	12%	13	87	73	-12%	3	98	-3	98
COc1ccc(C)cc1NC(=O)c1ccoc1C	12%	14	94	80	3%	-8	117	8	117
Cc1ccc2c(c1)NC(=O)C(N1CCOCC1)(C(F)(F)F)O2 (configuration not stated)	2%	/	/	/	6%	16	96	-16	96
COc1ccc(CCNC(=O)CCSc2nc(-c3ccco3)cc(C(F)(F)F)n2)cc1OC	20%	-12	69	81	-10%	-8	121	8	121
Cc1nn(-c2ccc(Cl)cc2)c2sc(C(=O)c3c(N)n(C)c(=O)n(C)c3=O)cc12	-2%	/	/	/	0%	3	105	-3	105
C=CCO/N=C(\C)c1c(O)c(C)c(-c2ccccc2)n(-c2ccccc2)c1=O	/	3	97	93	/	0	78	0	78
CCOC(=O)c1c(NC(=O)COC)sc(C)c1C	/	-3	86	89	/	-49	137	49*	137*
C=CCn1c(SCc2cccc3ccccc23)nnc1-c1cccnc1	-3%	4	89	85	-6%	-9	184	9	184
COc1ccc(OC)c(C2=NOC(C(=O)NCc3ccccn3)C2)c1 (configuration not stated)	13%	5	97	92	10%	3	179	-3	179
CCOc1ccc(N=C(NC#N)SC)cc1	-4%	/	/	/	-2%	0	191	0	191
CCOc1ccc(N2C(=O)CC(N)C2=O)cc1 (configuration not stated)	/	/	/	/	/	-5	144	5	144
CCN(CC(=O)N1CCN(C)CC1)S(=O)(=O)c1ccc(Cl)cc1	-35%	11	101	90	-9%	3	118	-3	118

Going on with the list.
mol	PLAP inhibition	MRP reversal	MRP reversal cytotoxicity	MRP reversal with doxorubicin	Bcl-B displacement	IL1B NFkB inh	IL1B NFkB inh cell count 2 µM	NFkB transloc pot	NFkB transloc pot cell count 2 µM
CCCN=C(N)/C(C(=O)OCC)=C(\O)c1ccc(OC)cc1	-20%	9	81	72	-2%	16	159	-16	159
O=c1c2[nH]c3ccccc3c2ncn1CCN1CCOCC1	21%	1	96	95	0%	14	178	-14	178
CCOC(=O)C1=C(C)N=C2SC(C)C(=O)N2C1/C=C/c1ccccc1OC (configuration not stated)	-68%	/	/	/	20%	-2	182	2	182
CCOc1cc(/C=N\NC(=O)c2ccc(NC(=O)C(C)(C)C)cc2)ccc1OC(=O)c1ccc(C)cc1	-2%	/	/	/	-4%	0	207	0	207
Cc1ccc(S(=O)(=O)N2CCCC2C(=O)NC2CCCCC2)cc1 (configuration not stated)	-22%	-12	96	108	-4%	0	173	0	173
CCOC(=O)N1CCN(C(=O)c2cc3cc(Br)ccc3oc2=O)CC1	8%	2	93	92	0%	-4	188	4	188
O=C(NCCCn1ccnc1)c1cc(-c2ccc(Cl)cc2)nc2ccccc12	-23%	/	/	/	-12%	-2	154	2	154
O=C1C2C3C=CC(C3)C2C(=O)N1c1cccc(-c2nc3ccccc3o2)c1 (configuration not stated)	20%	15	99	84	-3%	-7	109	7	109
COC(=O)Cc1[nH]nc2c1C(C1C=CCCC1)C(C#N)=C(N)O2 (configuration not stated)	-96%	-38	54	92	13%	-6	162	7	162
COC(=O)CCN(C(=O)c1cc(OC)c(OC)c(OC)c1)c1ccccn1	6%	5	95	90	4%	-19	181	-3	58
CCNC(=O)C(C)Sc1ccc(Cl)cc1 (configuration not stated)	-8%	0	98	98	1%	-15	155	15	155
CCc1c(C)c(C#N)c2nc3ccccc3n2c1NCc1ccco1	3%	-9	36	44	-21%	4	202	-4	202
O=C(CSc1nnc(-c2cccs2)n1-c1ccccc1)N1CCCc2ccccc21	-52%	-23	66	90	0%	-12	86	12	86
Cn1c(=O)c2c3c(sc2n2c(SCC(=O)c4ccccc4)nnc12)COC(C)(C)C3	1%	2	52	50	-7%	/	/	/	/
Cc1n[nH]c(C)c1S(=O)(=O)N1CCCCCC1	-73%	-4	96	101	-1%	10	42	-10	42
Cc1nn(-c2ccccc2)c2c1C(=O)N(Cc1ccccc1)C(=O)C(C)(C)C2	-9%	0	52	53	-5%	13	113	-13	113
CC(=O)N1CCc2cc(C(=O)CN3CCC(C)CC3)ccc21	-37%	15	104	88	-12%	/	/	/	/
